tim10-1 inh = growth inhibitors of tim10-1 mutant yeast, primary screen, luminescence, uHTS. S. cerevisiae tim10-1 ts strain growth, BacTiter-Glo, 24 h. inhibition, % at 20 µM. 330,000 tested, 2.2% active. AID 463190, 2010;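 active = inhibition of at least 40%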;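 note: mutant grown at 25 °C; 0% = DMSO wells with yeast and 100% = wells holding no yeast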
TIM10 inh = growth inhibitors of isogenic TIM10 control yeast, primary screen, counter-screen for tim10-1 yeast inhibitor project, luminescence, uHTS | S. cerevisiae TIM10 strain growth, BacTiter-Glo luminescence, 24 h | inhibition, % at 10 µM | 330,000 tested, 1.4% active;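 active = inhibition of 40% or more at the single tested concentration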;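 note: wild-type TIM10 isogenic control strain grown at permissive 25 °C; 0% = DMSO yeast wells and 100% = minimal medium wells without yeast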
beta cell repl = inducers of MIN6 beta-cell proliferation, primary screen, ATP luminescence, uHTS | MIN6 cells proliferation, ATPlite luminescence, 48 h; cells starved in 0.2% serum; 100% = growth in 10% serum | proliferation, % at 10 µM | 330,000 tested, 0.29% active;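 active = compounds whose signal lies at least 3.5 SD above the mean of all wells on their plate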;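 note: 0% = DMSO-treated cells in low-serum medium and 100% = 10% serum control; some compounds called inactive have numbers as strong as hits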
NALP3 yeast inh = NALP3 inflammasome inhibitors in reconstituted yeast, primary screen, luminescence, uHTS; Yeast reconstituted NLRP3/ASC/caspase-1, beta-gal luminescence, 24 h; inhibition, % at 10 µM; 330,000 tested, 0.39% active; AID 2825, 2010;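 active = inhibition of 50% or more; inactive = inhibition below 50%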;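 note: plate controls were induced DMSO wells for no effect and uninduced yeast grown without galactose for full effect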
mIAP act = activators of mouse IAP, primary screen, biochemical, luminescence, uHTS; muIAP, CDP-Star luminescence, 30 min; stronger effect = higher value; 1 = vehicle-only enzyme signal, 0 = enzyme-free wells; activation factor at 10 µM; 330,000 tested, 0.24% active; intestinal alkaline phosphatase [Mus musculus];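 active = activation factor of at least 2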; note: the source names both 10 and 20 µM as test concentration; values of inactives mirror those of a sister screen read the other way
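also added = chemiluminescent substrate CDP-Star | test system = mouse IAP enzyme | signal = chemiluminescence readout | compound = DMSO-dissolved test compounds | incubation = 30 min at room temperature | benchmarks = DMSO wells, no-enzyme wells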
APOBEC3A inh = APOBEC3A ssDNA deaminase inhibitors, primary screen, selectivity assay for APOBEC3G inhibitor project, biochemical, FAM/TAMRA oligo cleavage fluorescence | recombinant A3A, FAM/TAMRA ssDNA deamination fluorescence | 330,000 tested, 0.41% active | inhibition, % at 20 µM | DNA dC->dU-editing enzyme APOBEC-3A (Homo sapiens), P31941;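 active = at least 40% inhibition at 20 µM here, with at most 30% in a related deaminase screen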;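 note: plate controls were A3A with DMSO for no effect and wells lacking A3A enzyme for full effect; some results filed as inactive read as strong as hits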
Target sequence (P31941 whole entry, looked up): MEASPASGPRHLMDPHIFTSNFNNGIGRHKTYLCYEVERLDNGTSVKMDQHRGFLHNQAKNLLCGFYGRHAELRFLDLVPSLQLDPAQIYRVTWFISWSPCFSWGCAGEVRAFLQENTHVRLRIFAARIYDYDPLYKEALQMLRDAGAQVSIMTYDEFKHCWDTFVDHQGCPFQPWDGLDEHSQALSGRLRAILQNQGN
mIAP inh = inhibitors of mouse IAP, primary screen, biochemical, luminescence, uHTS | inhibition, % at 10 µM | purified mouse IAP, CDP-Star luminescence, 30 min | intestinal alkaline phosphatase [Mus musculus] | 330,000 tested, 0.2% active;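 active = inhibition of at least 40% at 10 µM in the primary screen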;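 note: plate controls were DMSO with enzyme for no effect and no enzyme wells for full effect; values of inactives mirror those of a sister screen read the other way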
APOBEC3G inh = APOBEC3G DNA deaminase inhibitors, primary screen, biochemical, fluorescence, single-stranded DNA substrate, uHTS. inhibition, % at 20 µM. recombinant A3G, ssDNA deamination FAM/TAMRA fluorescence. 330,000 tested, 0.28% active;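 active = inhibition of at least 40% at 20 µM, with no more than 30% in the related APOBEC3A deaminase screen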;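 note: plate controls were DMSO wells with A3G for no effect and wells lacking A3G enzyme for full effect; some compounds called inactive have numbers as strong as hits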
hIAP block = human IAP inhibitors, primary screen, biochemical, luminescence, uHTS | purified IAP, CDP-Star luminescence, 30 min | 330,000 tested, 0.12% active | Intestinal-type alkaline phosphatase (Homo sapiens), P09923 | inhibition, % at 10 µM;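 active = inhibition reaching a set limit with compound at 10 µM in the primary screen, cut at about 35% in these data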;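 note: plate controls were DMSO wells with enzyme for no effect and no-enzyme buffer wells for full effect; values of inactives mirror those of a sister screen read the other way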
Target sequence (P09923 whole entry, looked up): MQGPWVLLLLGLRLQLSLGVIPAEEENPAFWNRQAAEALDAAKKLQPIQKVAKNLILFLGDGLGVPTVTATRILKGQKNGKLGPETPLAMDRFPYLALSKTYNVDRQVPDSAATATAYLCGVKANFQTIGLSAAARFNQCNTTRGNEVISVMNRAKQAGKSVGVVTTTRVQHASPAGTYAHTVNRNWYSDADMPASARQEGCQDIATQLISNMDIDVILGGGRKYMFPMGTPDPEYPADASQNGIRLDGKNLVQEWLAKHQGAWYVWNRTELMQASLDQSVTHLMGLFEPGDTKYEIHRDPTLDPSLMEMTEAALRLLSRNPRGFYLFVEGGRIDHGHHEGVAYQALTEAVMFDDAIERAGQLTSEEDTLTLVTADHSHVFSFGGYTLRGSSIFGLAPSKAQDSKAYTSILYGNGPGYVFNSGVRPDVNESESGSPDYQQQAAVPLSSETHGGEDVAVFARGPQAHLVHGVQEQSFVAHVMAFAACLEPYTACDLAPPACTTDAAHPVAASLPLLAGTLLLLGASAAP
Active calls of the source: *.

Screening COC(=O)Cn1ncc2c(C)n(Cc3ccccc3)c(C)c2c1=O returned tim10-1 inh 11, TIM10 inh 6, beta cell repl -5, NALP3 yeast inh -13, mIAP act 0.96, APOBEC3A inh -6, mIAP inh 4, APOBEC3G inh -6 and hIAP block 0.
Screening CCOc1ccc(N(CC(=O)Nc2c(C)n(C)n(-c3ccccc3)c2=O)S(=O)(=O)c2ccc(F)cc2)cc1 returned tim10-1 inh -3, TIM10 inh -2, beta cell repl 1, NALP3 yeast inh 5, mIAP act 0.9, APOBEC3A inh -5, mIAP inh 10, APOBEC3G inh -2 and hIAP block -16.
Screening COc1ccc(CNC(=O)c2ccc(CS(=O)(=O)c3ccccc3C)o2)cc1 returned tim10-1 inh 6, TIM10 inh -14, beta cell repl 3, NALP3 yeast inh 0, mIAP act 0.96, APOBEC3A inh 2, mIAP inh 4, APOBEC3G inh -5 and hIAP block 13.
`O=C(O)CC1(CC(=O)Nc2ccc3c(c2)C(=O)OC3)CCCCC1` gave tim10-1 inh 5, TIM10 inh 8, beta cell repl -1, NALP3 yeast inh 2, mIAP act 0.9, APOBEC3A inh -5, mIAP inh 10, APOBEC3G inh -9 and hIAP block 10.
Screening Cc1ccccc1NC(=O)COC(=O)c1ccc(S(=O)(=O)N2CCCCCC2)cc1 returned tim10-1 inh -5, TIM10 inh -18, beta cell repl -2, NALP3 yeast inh 1, mIAP act 1, APOBEC3A inh -2, mIAP inh -1, APOBEC3G inh -3 and hIAP block -2.
Screening COc1ccc(NC(=O)CSCC(=O)NCCc2ccccn2)cc1 returned tim10-1 inh 12, TIM10 inh -12, beta cell repl 0, NALP3 yeast inh -1, mIAP act 1.1, APOBEC3A inh -4, mIAP inh -8, APOBEC3G inh -3 and hIAP block -6.
`CN(CC(=O)NC(=O)NCc1ccccc1)Cc1cccc(Cl)c1Cl` gave tim10-1 inh -2, TIM10 inh 21, beta cell repl -4, NALP3 yeast inh 15, mIAP act 0.96, APOBEC3A inh -1, mIAP inh 4, APOBEC3G inh -5 and hIAP block -3.
Screening O=S(=O)(NCc1cn2ccsc2n1)c1ccc(Oc2ccccc2)cc1 returned tim10-1 inh -8, TIM10 inh 0, beta cell repl -5, NALP3 yeast inh 18, mIAP act 0.96, APOBEC3A inh -4, mIAP inh 4, APOBEC3G inh -9 and hIAP block -4.
COc1ccc(CCN(C)C(=O)COc2cccc(-n3cnnn3)c2)cc1OC was read as tim10-1 inh -2, TIM10 inh -5, beta cell repl -2, NALP3 yeast inh 11, mIAP act 0.93, APOBEC3A inh 0, mIAP inh 7, APOBEC3G inh 3 and hIAP block -10.
For O=C(COC(=O)/C=C/c1ccc(F)cc1)Nc1ccc(Cl)cn1 the results were tim10-1 inh 8, TIM10 inh -20, beta cell repl 0, NALP3 yeast inh 17, mIAP act 1, APOBEC3A inh 6, mIAP inh -1, APOBEC3G inh -8 and hIAP block -6.
NC(=O)[C@@H]1CCCNc2c(I)cc([N+](=O)[O-])cc2C(=O)N[C@@H](CO)C(=O)NCC(=O)N1 was read as tim10-1 inh -8, TIM10 inh 0, beta cell repl -1, NALP3 yeast inh 17, mIAP act 1, APOBEC3A inh 0, mIAP inh 0, APOBEC3G inh -5 and hIAP block 14.
`Cc1ccccc1NC(=O)NCc1ccc2c(c1)OCO2` gave tim10-1 inh 9, TIM10 inh 13, beta cell repl -3, NALP3 yeast inh 1, mIAP act 0.95, APOBEC3A inh -3, mIAP inh 4, APOBEC3G inh -7 and hIAP block 5.
Cc1nc(CN2CCN(C(=O)c3ccc(Br)cc3)CC2)cs1 was read as tim10-1 inh 1, TIM10 inh -15, beta cell repl 0, NALP3 yeast inh -15, mIAP act 1, APOBEC3A inh -3, mIAP inh 0, APOBEC3G inh -3 and hIAP block -8.
`CN(C)S(=O)(=O)c1ccc(C(=O)OCC(=O)N2CC3(C)CC2CC(C)(C)C3)cc1` (stereo not given) gave tim10-1 inh 14, TIM10 inh 15, beta cell repl -1, NALP3 yeast inh 18, mIAP act 0.99, APOBEC3A inh 2, mIAP inh 1, APOBEC3G inh 3 and hIAP block -14.
For Cc1ccc(S(=O)(=O)NNC2=NCCCCC2)cc1 the results were tim10-1 inh -5, TIM10 inh -6, beta cell repl -2, NALP3 yeast inh 8, mIAP act 1, APOBEC3A inh -4, mIAP inh -1, APOBEC3G inh -7 and hIAP block 9.
Screening OCCSc1nc(-c2cccnc2)nc2ccccc12 returned tim10-1 inh 33, TIM10 inh 25, beta cell repl 1, NALP3 yeast inh 16, mIAP act 1, APOBEC3A inh 1, mIAP inh -4, APOBEC3G inh 1 and hIAP block 1.
For O=C(NC1CCNCC1)C1CC1 the results were tim10-1 inh -9, TIM10 inh 5, beta cell repl -2, NALP3 yeast inh 26, mIAP act 1, APOBEC3A inh -2, mIAP inh -2, APOBEC3G inh -11 and hIAP block -2.
Screening CC(=O)Oc1cccc(-c2nc3ccccc3c(=O)o2)c1 returned tim10-1 inh 7, TIM10 inh 12, beta cell repl -1, NALP3 yeast inh 17, mIAP act 1, APOBEC3A inh 5, mIAP inh -1, APOBEC3G inh 6 and hIAP block 2.
For CCn1cc(C(=O)O)c(=O)c2cc(F)c(N3CCN(C(=S)NC(=O)c4ccccc4)CC3)cc21 the results were tim10-1 inh 9, TIM10 inh -3, beta cell repl 2, NALP3 yeast inh 10, mIAP act 1, APOBEC3A inh -3, mIAP inh -2, APOBEC3G inh -8 and hIAP block -14.
Screening Cc1ccc2c(c1)-c1c(cnn1CC(=O)O)CO2 returned tim10-1 inh -23, TIM10 inh -6, beta cell repl 4, NALP3 yeast inh 9, mIAP act 1, APOBEC3A inh -4, mIAP inh -3, APOBEC3G inh -7 and hIAP block 7.
`C[C@H](NC(=O)C1CC(=O)N(c2ccc3c(c2)OCO3)C1)C(=O)NC1CCCC1` (stereo not given in full) gave tim10-1 inh 1, TIM10 inh 5, beta cell repl 2, NALP3 yeast inh 4, mIAP act 0.92, APOBEC3A inh 0, mIAP inh 8, APOBEC3G inh 1 and hIAP block 0.
Screening CSc1ccc(/C=C(/NC(=O)c2ccccc2)C(=O)N2CCN(C)CC2)cc1 returned tim10-1 inh 3, TIM10 inh 7, beta cell repl 1, NALP3 yeast inh 12, mIAP act 1, APOBEC3A inh -3, mIAP inh -2, APOBEC3G inh -4 and hIAP block 5.
`Cc1c(C(=O)Nc2c(C)n(C)n(-c3ccccc3)c2=O)oc2ccccc12` gave tim10-1 inh 13, TIM10 inh 0, beta cell repl 2, NALP3 yeast inh 0, mIAP act 1.1, APOBEC3A inh 3, mIAP inh -6, APOBEC3G inh -3 and hIAP block 12.
C/[N+]([O-])=C\c1ccc([N+](=O)[O-])o1 was read as tim10-1 inh 37, TIM10 inh 3, beta cell repl -1, NALP3 yeast inh -1, mIAP act 0.9, APOBEC3A inh -2, mIAP inh 10, APOBEC3G inh -8 and hIAP block 13.
For CCc1ccc(NC(=O)c2cccc(C(=O)Nc3ccc(CC)cc3)n2)cc1 the results were tim10-1 inh 15, TIM10 inh 20, beta cell repl -5, NALP3 yeast inh 8, mIAP act 0.94, APOBEC3A inh -2, mIAP inh 6, APOBEC3G inh -7 and hIAP block -13.
`Cc1ccc2[nH]c3c(c2c1)CCCC3=O` gave tim10-1 inh 12, TIM10 inh 19, beta cell repl 4, NALP3 yeast inh 32, mIAP act 0.92, APOBEC3A inh 2, mIAP inh 8, APOBEC3G inh 1 and hIAP block -2.
Screening O=C(c1ccccc1)c1nccc2ccccc12 returned tim10-1 inh 13, TIM10 inh 1, beta cell repl 1, NALP3 yeast inh 4, mIAP act 0.93, APOBEC3A inh -2, mIAP inh 7, APOBEC3G inh -6 and hIAP block 14.
`CCN1CCN(CCCNC(=O)CCCn2nc(C)c3sc4ccccc4c3c2=O)CC1` gave tim10-1 inh 6, TIM10 inh 6, beta cell repl -1, NALP3 yeast inh 2, mIAP act 0.98, APOBEC3A inh 0, mIAP inh 2, APOBEC3G inh -2 and hIAP block -5.
For O=C(/C=C/c1ccc([N+](=O)[O-])s1)N1CCN(c2ccccc2)CC1 the results were tim10-1 inh 32, TIM10 inh 18, beta cell repl -5, NALP3 yeast inh 15, mIAP act 0.99, APOBEC3A inh -1, mIAP inh 1, APOBEC3G inh -2 and hIAP block -26.
Screening CC(=O)Nc1ccc(N2N=C(C)C(N=Nc3ccccc3)C2=O)cc1 (stereo not given) returned tim10-1 inh 14, TIM10 inh 9, beta cell repl 2, NALP3 yeast inh 34, mIAP act 0.82, APOBEC3A inh -4, mIAP inh 18, APOBEC3G inh -5 and hIAP block 16.
Screening O=C(CC12CC3CC(CC(C3)C1)C2)NC(=S)N1CCCCC1 returned tim10-1 inh 36, TIM10 inh 32, beta cell repl 0, NALP3 yeast inh 20, mIAP act 0.9, APOBEC3A inh 0, mIAP inh 10, APOBEC3G inh -6 and hIAP block -5.
Screening O=C(NCC1CCCO1)c1ccc(N2CCCCC2)nc1 (stereo not given) returned tim10-1 inh -2, TIM10 inh 6, beta cell repl -1, NALP3 yeast inh -3, mIAP act 0.93, APOBEC3A inh -2, mIAP inh 7, APOBEC3G inh -5 and hIAP block 16.
CCOc1ccccc1N1CCN(Cc2cnc(-c3ccccc3)[nH]2)CC1 was read as tim10-1 inh 12, TIM10 inh 3, beta cell repl -2, NALP3 yeast inh 26, mIAP act 0.93, APOBEC3A inh 0, mIAP inh 8, APOBEC3G inh -3 and hIAP block 3.
`O=C(Nc1ccc(N2CCOCC2)cc1)C1CCCN(S(=O)(=O)c2cccc(C(F)(F)F)c2)C1` (stereo not given) gave tim10-1 inh -4, TIM10 inh 30, beta cell repl -2, NALP3 yeast inh 7, mIAP act 1.1, APOBEC3A inh -8, mIAP inh -10, APOBEC3G inh -12 and hIAP block -12.
`COc1cccc(/C=N/Nc2ncnc(N)c2[N+](=O)[O-])c1OC` gave tim10-1 inh 20, TIM10 inh -10, beta cell repl -4, NALP3 yeast inh 19, mIAP act 0.98, APOBEC3A inh -1, mIAP inh 2, APOBEC3G inh -2 and hIAP block -46.
For Cc1cccc(-c2noc(CN(C)S(=O)(=O)c3cc(Cl)ccc3Cl)n2)c1 the results were tim10-1 inh 14, TIM10 inh 8, beta cell repl -5, NALP3 yeast inh 4, mIAP act 0.99, APOBEC3A inh -6, mIAP inh 0, APOBEC3G inh -7 and hIAP block -13.

Two compounds picked at random from the list so far, as already listed:
Screening O=C(CC12CC3CC(CC(C3)C1)C2)NC(=S)N1CCCCC1 returned tim10-1 inh 36, TIM10 inh 32, beta cell repl 0, NALP3 yeast inh 20, mIAP act 0.9, APOBEC3A inh 0, mIAP inh 10, APOBEC3G inh -6 and hIAP block -5.
Cc1nc(CN2CCN(C(=O)c3ccc(Br)cc3)CC2)cs1 was read as tim10-1 inh 1, TIM10 inh -15, beta cell repl 0, NALP3 yeast inh -15, mIAP act 1, APOBEC3A inh -3, mIAP inh 0, APOBEC3G inh -3 and hIAP block -8.
